# Source: PubChem
# MCF10A rerep = induces DNA re-replication in MCF 10a normal breast cells; 2.9% of 350,000 active; Potency, µM (highest dose often 46.1 µM), for the others: at the top dose activity, positive = re-replication, usual class: activators; MCF 10A DNA re-replication, Hoechst nuclear intensity, 48 h; AID 624296; note: potency is the fitted concentration of half-maximal effect; % of control where 0% means no effect; nearly all actives have a fitted effect of over 50% in size
# D3 ag = activates the human D3 dopamine receptor; AID 652048; 0.58% of 410,000 active; D3R DiscoveRx beta-arrestin cells, luminescence, 90 min; P35462; max activation, %; in the data active = max activation above about 30%; note: 0% is about no effect; mostly tested at two doses, the higher about 12 µM
# Target sequence (P35462 whole entry, looked up): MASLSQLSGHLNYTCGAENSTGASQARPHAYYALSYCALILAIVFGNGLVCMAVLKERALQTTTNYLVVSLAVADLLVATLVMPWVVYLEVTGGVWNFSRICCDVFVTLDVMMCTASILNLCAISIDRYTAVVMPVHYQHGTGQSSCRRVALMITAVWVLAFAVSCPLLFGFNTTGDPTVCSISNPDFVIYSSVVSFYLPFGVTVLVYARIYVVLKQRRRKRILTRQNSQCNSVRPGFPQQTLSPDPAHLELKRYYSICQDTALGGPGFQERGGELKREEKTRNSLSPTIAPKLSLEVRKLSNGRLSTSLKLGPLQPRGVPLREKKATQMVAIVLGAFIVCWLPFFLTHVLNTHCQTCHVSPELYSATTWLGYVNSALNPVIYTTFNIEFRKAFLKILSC
#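 Agonist mode: compounds and dopamine controls were applied to plated cells for 90 min at 37 degrees C after an overnight attachment at 1500 cells/well. Luminescent read-out followed 30 - 60 minutes at room temperature with DiscoveRx detection reagent.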
# HT1080NT lethal = kills 2HG-producing HT-1080-NT fibrosarcoma cells. HT-1080-NT fibrosarcoma viability, CellTiter-Glo ATP luminescence, 48 h. Potency, µM (doses to about 46.1 µM), for inactives: top-dose activity, negative = less viability, actives largely listed as cytotoxic. 1.6% of 360,000 active. AID 686970;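 note: NT is the 2HG producing partner of a matched IDH1 knockdown line; potency is the fitted concentration of half-maximal effect; 0% = DMSO-treated cells and -100% = media-only wells without cells; nearly all actives have a fitted effect of over 55% in size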
#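 Toxicity toward the 2HG-producing NT line was scored as %Activity, normalised to DMSO and no-cell wells, from CellTiter-Glo luminescence after 48 hours' treatment.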
# KB-V1 cytotox = KB-V1 MDR subline cytotoxicity. KB-V1 MDR cells viability, CellTiter-Glo, 72 h. Potency, µM (titrated, usually from 46.1 µM), for inactives: at the highest dose activity change, negative = cytotoxicity, hits mostly cytotoxic. 3.4% of 400,000 active. AID 1347076; note: potency is the fitted concentration of half-maximal effect; % is set by controls: 0 for no effect and ±100 for the full control effect; nearly all actives have a fitted effect of over 60% in size
#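 KB-V1, DMEM (no phenol red) + 10% FBS; cpd pin-transferred, titration series; 72 h, 37 degrees C; CellTiter-Glo, luminescence. Data normalized, curve-fit.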
# KB-3-1 tox = kills parental KB-3-1 adenocarcinoma cells; Potency, µM (series often up to 46.1 µM), for inactives: top-dose activity change, negative = cytotoxic, hits mostly cytotoxic; 1.4% of 400,000 active; KB-3-1 viability, CellTiter-Glo ATP luminescence, 72 h; note: potency is the fitted concentration of half-maximal effect; % is set by controls: 0 for no effect and ±100 for the full control effect; nearly all actives have a fitted effect of over 60% in size
#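 Screening of KB-3-1 cells (DMEM, 10% FBS, phenol-red free) ran from lowest to highest compound concentration; after 72 h at 37 °C viability was read luminescently and curves fitted.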
# HEK293 tox = cytotoxicity counter-screen for GLP-1 receptor inverse agonists; HEK293 cAMP-luciferase reporter cells, luminescence, 24 h; Potency, µM (highest dose often 38.3 µM), without a hit: at the highest dose activity change, negative = inhibition, hits mostly inhibitors; 0.13% of 410,000 active;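 note: loss of luciferase light is scored as toxicity; potency is the fitted concentration of half-maximal effect; % is set by controls: 0 for no effect and ±100 for the full control effect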
#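 Compound-treated cells are incubated 24 hr at 37 deg C under 5% CO2 after a 12 hour attachment period, then luciferase detection reagent is added and luminescence is measured following 12 min at room temperature; lowered signal indicates toxicity.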
# IL-1B inflam inh = inhibitors of inflammasome signaling (IL-1 beta secretion). THP-1 LPS/ATP IL-1B secretion, AlphaLISA, 16 h; hits give low values. activity change, % at 57.5 µM. 4.7% of 360,000 active. AID 743279; in the data active = activity change below about -50%; inconclusive = mostly about -30% to -49%; note: % is set by controls: 0 for no effect and ±100 for the full control effect
#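 Secreted IL-1B measured by AlphaLISA bead assay after 16 h compound exposure of THP-1 cells; compounds (final up to 57.5 uM) added 1 h before LPS (250 ng/mL) and ATP (1.25 mM) stimulation; lower signal means less secretion.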
# HT1080 IDH1KD tx = HT-1080 IDH1 knockdown cell toxicity (counter line); HT-1080 IDH1 knockdown viability, ATP luminescence, 48 h; Potency, µM (series often up to 46.1 µM), for the others: at the highest dose activity, negative = toxicity, actives largely listed as cytotoxic; 2% of 360,000 active; AID 686971;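 note: potency is the fitted concentration of half-maximal effect; 0% = DMSO wells and -100% = cell-free medium wells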
#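 Luminescent ATP read-out (CellTiter-Glo, 10 min at room temperature) after 48 h compound exposure at 37 °C gave viability of IDH1-knockdown HT-1080 cells. Activity was normalised to DMSO and cell-free wells, then fitted as concentration-response curves.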
# SW480 rereplic = DNA re-replication induction in SW480 cells; SW480 DNA re-replication, Hoechst DNA content imaging, 48 h; Potency, µM (series often up to 46.1 µM), for the others: top-dose re-replication activation, most hits filed as activators; 1.8% of 340,000 active; AID 624297; note: potency is the fitted concentration of half-maximal effect; % of control where 0% means no effect; nearly all actives have a fitted effect of over 55% in size
#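 Compounds, transferred as 23 nL by pin tool, were incubated with cells for 48 hr; DNA content per nucleus was then quantified by Hoechst staining and fluorescence plate imaging.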
# Numbers without * were called inactive; u = inconclusive; x = not tested or not shown; & = joins results of further samples; [ ] = remark or other dose. Unless noted, calls come from the whole dose curve; as a rule, active = well fitted curve in the direction sought with a large enough effect; inconclusive = small, poorly fitted or top-dose-only effect, or another doubt; inactive = no such curve, though single readings can be large; an effect the other way counts as inactive or inconclusive. Compounds as they come; any-hit rate near 11%.
SMILES,MCF10A rerep,D3 ag,HT1080NT lethal,KB-V1 cytotox,KB-3-1 tox,HEK293 tox,IL-1B inflam inh,HT1080 IDH1KD tx,SW480 rereplic
CN(C)C1(CNC(=O)CC(NC(=O)c2ccccc2Cl)c2ccccc2)CCCCC1 (stereo unspecified),2%,-4,2%,0%,-14%,6%,-11,24%,-5%
CCC(NC(=O)c1cncc(Br)c1)c1ccccc1 (stereo unspecified),-3%,1,-13%,u,2%,0%,5,-1%,-11%
CC(C)N(CCCNC(=O)Cn1c(=O)c2cccn2c2ccccc21)Cc1ccccc1,4%,2,3%,-12%,0%,-10%,-1,7%,u
CC(C)CC(NC(=O)C1CCCCC1)C(=O)N1CCN(c2ccccn2)CC1 (stereo unspecified),0%,-2,-2%,2.6µM*,5%,-5%,-12,-3%,-4%
CCOC(=O)N1CCC(NC(=O)c2cc(C(=O)Nc3ccc(OCC)cc3)ccc2CO)CC1,2%,1,u,9%,-2%,-13%,-18,u,4%[9.22 µM]
COc1ccc(N2CCN(C(=O)CCNS(=O)(=O)c3cccs3)CC2)cc1,-1%,3,0%,-11%,-6%,1%,15,1%[9.24 µM],-2%
CC(=O)OCCOc1nc(NC(C)C)nc(NC(C)C)n1,-1%,-4,7%,13%,-5%,4%,21,8%,-14%
CCOc1ccc(Nc2nc(NCc3ccco3)nc(N)c2[N+](=O)[O-])cc1,-3%,-4,4%,5%,20%,0%,32,3%,-81%[inhibitor]
O=C(/C=C/c1ccccc1)Nc1cccc(C(=O)O)c1,-4%,2,-16%,0%,-17%,-1%,21,-8%,-8%
O=C(CCSc1ccccc1)N1CCCC1,u,-11,4%,-4%,-1%,-29%,0,-5%,u
Cc1cc2c(cc1S(=O)(=O)CCC(=O)NC1CCCCC1C)OCC(=O)N2 (stereo unspecified),-1%,0,-3%,7%,5%,-1%,-3,-3%,-7%
Cc1ccc(S(=O)(=O)N(C)c2ccc(C(=O)N(C)Cc3nc4ccccc4c(=O)[nH]3)cc2)cc1,6%,2,-6%,-22%,-16%,-7%,22,-10%,3%
Cc1ccc(NC(=O)CCn2c(=O)c3cccn3c3ccccc32)cc1C,11%,-10&-19,-22%,-12%,7%,-2%&-15%,61,-12%,1%
CCOC1=C2CN(S(=O)(=O)c3ccc(C)cc3)[C@@H](c3ccccc3)C[C@H]2[C@H]2C(=O)N(c3ccccc3)C(=O)[C@H]2C1,x,3,7%,8%,0%,4%,-8,21%,x
CCOc1ccc2[nH]c(C(=O)N/N=C/c3ccc(OC)cc3)cc2c1,u,-1,0.92µM*,u,1.5µM*,u,63,1.3µM*,1.2µM*
COC(=O)c1ccc(COc2ccc(C)cc2[N+](=O)[O-])o1,1.8µM*,-6,0%,-11%,-9%,13%,x,-8%,-9%
CCn1cc(C2C3=C(CC(C)(C)CC3=O)N(c3ccccc3)C3=C2C(=O)CC(C)(C)C3)c(C)n1,12%,0,20%,30%,-6%,-8%,4,17%,1%
Clc1ccc(/C=C/c2nc3ccccc3[nH]2)cc1,u,-3,-25%,-27%,u,-31%,-13,u,-4%
CCOCCOC(=O)NCCCCCCNC(=O)OCCOCC,0%,-2,1%,u,-1%,7%,u,1%,-11%
COc1ccc(CNc2nc3ccccc3n2Cc2ccccc2)cc1OC,19%,-7,0%,u,-17%,-6%,u,-26%,-2%
O=C1c2cccc3cccc(c23)N1Cc1ccc(F)cc1,u,-2,3%,u,0%,85%[activator],-13,0%,11%
O=C(CCNC(=O)N1CC(=O)Nc2ccccc21)NCc1ccccc1,x,-3,0%,u,5%,-6%,16,5%,x
COc1ccc(C)cc1NC(=O)CN(C)S(=O)(=O)c1ccc2c(c1)CC(C)N2C(C)=O (stereo unspecified),7%,1,10%,u,-13%,-1%,18,9%,u
O=[N+]([O-])c1ccc(O)c(C=Nc2cccc3ccccc23)c1,16%,-14,-1%,-6%,-2%,-16%,19,-12%,1%
O=C(O)CCc1nn2c3ccccc3n(Cc3ccccc3)c2nc1=O,1%,4,2%,u,4%,12%,23,16%,u

# New compounds follow:
SMILES,MCF10A rerep,D3 ag,HT1080NT lethal,KB-V1 cytotox,KB-3-1 tox,HEK293 tox,IL-1B inflam inh,HT1080 IDH1KD tx,SW480 rereplic
Cc1cn2c(=O)cc(COc3ccc(NC(=O)COc4ccccc4)cc3)nc2s1,x,-7,x,6%,-6%,4%,x,x,x
O=C(NC1CCCN(Cc2ccc(Cl)cc2)C1)c1cccc(N2CCCC2=O)c1 (stereo unspecified),u,-14,1%,x,x,3%,0,3%,-5%
O=C(OCC(=O)N1CCCCC1)c1cc2ccccc2cc1O,7%,-2,-1%,0%,18%,-4%,19,-1%,10%
CCOC(=O)c1c(NC(=O)C(C)Sc2c[nH]c3ccccc23)sc2c1CCC2 (stereo unspecified),u,4,-30%,u,u,-33%,29,-23%,-1%
CCN1CCN(C(=O)CN(CCc2ccccc2)S(C)(=O)=O)CC1,15%,-1,9%,9%,-10%,-4%,0,-3%,-5%
CC(C)CN(C(=O)CN1CCN(c2ccccc2F)CC1)c1c(N)n(CC(C)C)c(=O)[nH]c1=O,0%,0,25%,25%,13%,-2%,16,24%,5%
COc1ccc(C(=O)OCCN2CCOCC2)cc1,-1%,-14,9%,1%,9%,-7%,0,7%[9.24 µM],-8%
O=C(NC1CCCCCCC1)c1ccc2c(c1)N(Cc1ccc(F)cc1)C(=O)CS2=O (stereo unspecified),u,10,-27%,-26%,1%,-1%,-4,u,u
Cc1ccc(CCN2CCN=C2Nc2ccccc2)cc1,6%,-42,0%,0%,5%,24%,0,0%,-1%
CC(C)Cn1c(N)c(C(=O)COC(=O)Cc2cccc(C(F)(F)F)c2)c(=O)n(C)c1=O,u,19,-13%,u,4%,17%,11,-5%,9%
NNC(=S)Nc1ccc(C(F)(F)F)cc1Cl,0%,2,11%,5%,3%,-36%,21,0%,-12%
Cc1ccc2[nH]c3c(N4CCc5ccccc5C4)ncnc3c2c1,u,6,21µM*,u,u,u,-83*,-8%,3%
CC(C)(C)c1nnc(N/N=C/c2ccccc2O)n(N)c1=O,u,33*,u,-28%,u,u,73,u,12%
CCN(c1ccccc1)S(=O)(=O)c1ccc(OC)c(NC(=O)COc2ccc(C(C)=O)cc2)c1,-18%,6,10%,-4%,2%,-7%,52,3%,-476%
CC(C)N(Cc1nc(-c2ccc(Cl)cc2)no1)C(=O)CCC1CCCC1,u,2,-2%,12%,15%,9%,6,-8%,2%
CCCc1cc(=O)oc2cc(OCc3ccc(OC)cc3)c(Cl)cc12,47%,3,-1%,3%,27%,-8%,-18,-1%,u
Cc1c([N+](=O)[O-])nnn1-c1cc(Cl)cc(Cl)c1,-3%,-1,15%,u,0%,-9%,10,-4%,-10%
Cc1sc(NC(=O)CN(Cc2ccccc2)C(=O)C2CC2)c(C(N)=O)c1C,2%,3,-2%,u,-7%,-2%,33,-2%,0%
COc1ccc(NC2CCCN(C(=O)c3ccc(OC)cc3OC)C2)cc1 (stereo unspecified),-2%,-7,-4%,-13%,0%,-2%,0,-2%,-3%
C=CCn1c(SCC(=O)NC2CCCc3ccccc32)nnc1-c1ccncc1 (stereo unspecified),u,6,14%,u,-1%,-3%,9,7%,-7%
Cc1c(C(=O)N(C)Cc2ccccc2)oc2ccc(S(=O)(=O)N3CCCC3)cc12,8%,-5,-13%,-2%,-6%,0%,13,-6%,-8%
CCOC(=O)c1c(O)c2c(n(Cc3ccco3)c1=O)CCCC2,-3%,44*,2%,0%,19%,9%,48,-2%,-15%
Cc1cc(C(=O)OCC(=O)N2CCCCCC2)ccc1[N+](=O)[O-],2%,-1,20%,u,15%,-20%,-4,11%,-3%
COc1ccc(CCNC(=O)c2cc3c(cc2Cl)N2CCCCCC2=NS3(=O)=O)cc1,7%,-11,-5%,-7%,0%,14%,12,-8%,-3%
Cc1cc(C)cc(NC(=O)CN2CCC(C(=O)c3ccccc3)CC2)c1,-6%,-16,2%,-5%,5%,3%,-15,-1%,-3%

# Continuation.
SMILES,MCF10A rerep,D3 ag,HT1080NT lethal,KB-V1 cytotox,KB-3-1 tox,HEK293 tox,IL-1B inflam inh,HT1080 IDH1KD tx,SW480 rereplic
CCOC(=O)c1sc(=NC(=O)CCS(=O)(=O)c2ccccc2)n(C)c1C,-1%,3,19%,-22%,u,-5%,30,u,-4%
CCN1CCN(C(c2cccs2)C(C)NC(=O)c2cccnc2)CC1 (stereo unspecified),6%,-9,-3%,-5%,-16%,4%,-19,1%,-2%
COC(=O)COC(=O)c1ccc(Oc2nc(OC)nc(N(C)C)n2)cc1,1%,1,-1%,-1%,-6%,0%,-29,-2%,-6%
COc1cccc(N/C(=N/C(=S)Nc2ccc(C)cc2C)Nc2nc(C)cc(C)n2)c1,u,-2,u,u,2%,u,70,u,u
O=C(COC(=O)C1COc2ccccc2O1)NC1CCCCC1 (stereo unspecified),0%,4,5%,0%,4%,0%,15,1%,-2%
CCN(CCO)CC1CCCC2CCCCC21 (stereo unspecified),x,-12,10%,-12%,6%,-7%,19,10%,x
COc1ccc(CCOC(=O)CNC(=O)c2ccc(Cl)cc2Cl)cc1,0%,-1,4%,27%,26%,-2%,0,2%,-1%

# Exported with bars between the fields: entries from further up
canonical_smiles | MCF10A rerep | D3 ag | HT1080NT lethal | KB-V1 cytotox | KB-3-1 tox | HEK293 tox | IL-1B inflam inh | HT1080 IDH1KD tx | SW480 rereplic
CCOC(=O)c1c(NC(=O)C(C)Sc2c[nH]c3ccccc23)sc2c1CCC2 (stereo unspecified) | u | 4 | -30% | u | u | -33% | 29 | -23% | -1%
Cc1ccc2[nH]c3c(N4CCc5ccccc5C4)ncnc3c2c1 | u | 6 | 21µM* | u | u | u | -83* | -8% | 3%
CCOc1ccc(Nc2nc(NCc3ccco3)nc(N)c2[N+](=O)[O-])cc1 | -3% | -4 | 4% | 5% | 20% | 0% | 32 | 3% | -81%[inhibitor]
CCOc1ccc2[nH]c(C(=O)N/N=C/c3ccc(OC)cc3)cc2c1 | u | -1 | 0.92µM* | u | 1.5µM* | u | 63 | 1.3µM* | 1.2µM*
